UBC13 inh – blocks human UBC13 polyubiquitin chain formation | P61088 | TR-FRET | inhibition, % at 20 µM | hit rate 0.47% among 330,000 | AID 485273; in the data active = inhibition above about 45%, passing the limit was not always enough
Jurkat NFkB inh – lowers PMA/ionomycin-induced NF-kB signal in Jurkat cells; PMA/ionomycin-induced NF-kB luciferase reporter, luminescence; inhibition, % at 4 µM; hit rate 0.53% among 330,000; AID 435003
Gli-Sufu block – blocks Gli-Sufu signaling in a luciferase reporter. inhibition, % at 5 µM. hit rate 0.74% among 340,000. Sufu-KO-LIGHT fibroblasts, Gli luciferase reporter luminescence;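 active = inhibition above about 55%, limit read from the data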;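 also: 0% = DMSO-treated cells and 100% = wells with medium but no cells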
CCR6 antagonist – CCR6 (human) receptor antagonism. P51684. inhibition, % at 20 µM. CHO-K1 CCR6 PathHunter beta-arrestin, luminescence, CCL20-stimulated. hit rate 0.49% among 340,000;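 active = compounds whose inhibition of the agonist-driven luminescence signal at 20 µM reaches about 50%, limit read from the data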;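 also: cells stimulated with CCL20 at 14 nM final; plate controls were DMSO with CCL20 for no effect and DMSO without agonist for full effect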
Target sequence (P51684 whole entry, looked up): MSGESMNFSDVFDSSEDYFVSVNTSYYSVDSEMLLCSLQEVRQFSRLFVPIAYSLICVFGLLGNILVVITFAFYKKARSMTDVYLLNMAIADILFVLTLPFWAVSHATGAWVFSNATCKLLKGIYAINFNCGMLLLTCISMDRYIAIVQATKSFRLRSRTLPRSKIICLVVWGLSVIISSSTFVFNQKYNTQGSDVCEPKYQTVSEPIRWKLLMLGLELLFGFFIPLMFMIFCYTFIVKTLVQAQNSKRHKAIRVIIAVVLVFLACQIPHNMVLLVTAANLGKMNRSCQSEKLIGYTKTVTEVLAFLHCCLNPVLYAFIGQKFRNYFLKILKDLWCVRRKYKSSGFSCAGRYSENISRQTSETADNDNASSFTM
EBI2 block – blocks human EBI2 receptor beta-arrestin signaling | EBI2 beta-arrestin recruitment, luminescence, 7a,25-OHC stimulated | hit rate 0.81% among 360,000 | inhibition, % at 5 µM | P32249; in the data active = inhibition above about 38%;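 also: enzyme fragment complementation signal reports receptor beta-arrestin coupling in cells; 0% = agonist plus DMSO wells and 100% = wells without agonist; some results beyond the cut were filed as inactive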
Target sequence (P32249 whole entry, looked up, the tested form may be a part): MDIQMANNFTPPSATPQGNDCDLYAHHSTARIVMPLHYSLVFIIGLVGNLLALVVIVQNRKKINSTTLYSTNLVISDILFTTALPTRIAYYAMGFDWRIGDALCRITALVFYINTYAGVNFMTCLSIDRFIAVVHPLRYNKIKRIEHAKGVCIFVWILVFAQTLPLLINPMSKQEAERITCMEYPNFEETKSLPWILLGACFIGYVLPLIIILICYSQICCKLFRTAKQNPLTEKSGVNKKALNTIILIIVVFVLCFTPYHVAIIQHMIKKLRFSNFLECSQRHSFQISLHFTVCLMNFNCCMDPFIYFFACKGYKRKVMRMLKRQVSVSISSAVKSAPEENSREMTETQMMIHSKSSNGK
697 NFkB inh – inhibitors of the PMA/ionomycin-induced NF-kB reporter in 697 B cells; 697 B-cell NF-kB luciferase reporter, 16 h; inhibition, % at 4 µM; AID 435022; hit rate 0.33% among 330,000; in the data active = inhibition above about 35%
SENP8 block – inhibitors of human SENP8 protease; Q96LD8; purified SENP8, Z-RLRGG-aminoluciferin cleavage, luminescence; inhibition, % at 10 µM; hit rate 1.2% among 330,000; AID 2540
Target sequence (Q96LD8 whole entry, looked up): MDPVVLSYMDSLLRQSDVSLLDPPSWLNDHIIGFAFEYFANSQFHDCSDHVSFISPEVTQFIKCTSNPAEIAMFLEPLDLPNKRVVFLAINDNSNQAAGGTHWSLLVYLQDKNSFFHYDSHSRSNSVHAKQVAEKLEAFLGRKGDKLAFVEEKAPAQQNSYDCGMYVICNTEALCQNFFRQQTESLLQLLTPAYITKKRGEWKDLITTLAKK
Apaf1 inhib – human Apaf-1 inhibition; inhibition, % at 20 µM; O14727; reconstituted apoptosome caspase-3 activity, DEVD-Rh110 fluorescence; hit rate 0.71% among 330,000; AID 489030; active = inhibition of at least 40% at 20 µM;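 also: plate controls were DMSO wells for no effect and DEVD-CHO caspase inhibitor wells for full effect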
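Medium: Hepes buffer, pH 7.5 / System: biochemical Apaf-1 apoptosome reconstitution / Measured by: Rh110 fluorescence, excitation 480 nm, emission 540 nm / Times: compound with Apaf-1, dATP, procaspase-3 30 min, then 50 min reaction, room temperature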
The depositor's hits bear a star; x = not tested or not shown; & = joins results of further samples. Rule as the data show it, unless noted: active = inhibition above about 50%; inactive = the rest.

SMILES	UBC13 inh	Jurkat NFkB inh	Gli-Sufu block	CCR6 antagonist	EBI2 block	697 NFkB inh	SENP8 block	Apaf1 inhib
CN(C)c1cc(-c2cccc([N+](=O)[O-])c2)oc(=O)c1Cl	-7	-10	6	10	4	23	-8	1
COC(=O)CCN(C(=O)c1cc([N+](=O)[O-])cc([N+](=O)[O-])c1)c1ccccn1	1	7	-3	-17	-13	2	7	-7
O=C(Nc1cc2cccc([N+](=O)[O-])c2oc1=O)c1cccs1	-7	-7	-5	2	-2	-23	-5	-5
Nc1ncc2c(n1)CCN(c1ccc([N+](=O)[O-])cc1)C2	-10	7	-5	6	6	18	2	3
Cc1ccc(CN2CCN(C(=O)c3cccc4ccccc34)CC2)cc1	-4	2	26	7	3	-22	-9	-2
COc1ccc2c(COC(=O)CCS(=O)(=O)c3ccccc3)cc(=O)oc2c1	7	9	x	x	-9	7	5	-20
O=C(O)c1ccc(/C=N/NC(=O)C(O)(c2ccccc2)c2ccccc2)cc1	0	1	0	8	-9	2	9	-5
COc1ccc(N2CCN(C(=O)c3cc(-c4ccc(F)cc4)[nH]c3C)CC2)cc1	3	-9	8	0	93*	7	-2	14
CCCCCC(=O)Nc1ccc(-c2csc(C)n2)cc1	-1	-27	-19	-3	-7	7	2	5
C=CCSc1ncccc1C(=O)NCc1ccccc1	-2	0	7	4	5	-7	-3	-6

Reprinted at random: 2 compounds from above
SMILES	UBC13 inh	Jurkat NFkB inh	Gli-Sufu block	CCR6 antagonist	EBI2 block	697 NFkB inh	SENP8 block	Apaf1 inhib
CN(C)c1cc(-c2cccc([N+](=O)[O-])c2)oc(=O)c1Cl	-7	-10	6	10	4	23	-8	1
Nc1ncc2c(n1)CCN(c1ccc([N+](=O)[O-])cc1)C2	-10	7	-5	6	6	18	2	3

Molecules listed so far with sulfur, in the order listed:
SMILES	UBC13 inh	Jurkat NFkB inh	Gli-Sufu block	CCR6 antagonist	EBI2 block	697 NFkB inh	SENP8 block	Apaf1 inhib
O=C(Nc1cc2cccc([N+](=O)[O-])c2oc1=O)c1cccs1	-7	-7	-5	2	-2	-23	-5	-5
COc1ccc2c(COC(=O)CCS(=O)(=O)c3ccccc3)cc(=O)oc2c1	7	9	x	x	-9	7	5	-20
CCCCCC(=O)Nc1ccc(-c2csc(C)n2)cc1	-1	-27	-19	-3	-7	7	2	5
C=CCSc1ncccc1C(=O)NCc1ccccc1	-2	0	7	4	5	-7	-3	-6

Additional entries follow.
SMILES	UBC13 inh	Jurkat NFkB inh	Gli-Sufu block	CCR6 antagonist	EBI2 block	697 NFkB inh	SENP8 block	Apaf1 inhib
Cc1ccc(C(=O)CSc2nnc(C3CC3)n2C2CC2)s1	-3	-38	-25	4	9	-16	-1	-3
CN(C)CCCn1c2c(c(SCC(=O)Nc3ccc4c(c3)OCCO4)nc1=O)CCC2	-5	-2	-10	-6	2	-11	-1	6
Cc1ccc(C(=O)NCN2CCN(c3ccc(F)cc3)CC2)cc1	9	16	2	7	-1	15	-8	-6
Cc1ccc(C2(c3ccc(C)cc3)CC2C(=O)Nc2ccc([N+](=O)[O-])cc2O)cc1 (stereo not drawn)	-38	23	22	42	29	97*	4	9
C/C=C/c1ccc(OCCOc2cc(C=O)ccc2OC)c(OC)c1	0	-24	-50	6	-5	-39	-9	6
Cc1ccc(/C=C2\SC(=S)N(c3c(C)n(C)n(-c4ccccc4)c3=O)C2=O)cc1	-9	16	1	-4	2	6	-9	10
COC(=O)c1c(C(=O)OC)c2n(c1C)CCC2	6	3	-5	8	-14	11	2	-12
CCOc1ccc(C(=O)N2CCSC2=S)cc1	10	-6	0	0	-25	18	-13	-12
O=C1c2cccnc2C(=O)N1Cc1ccc(Cl)cc1	4	15	5	8	-9	-12	5	7
Cc1cc(C)nc(NNC2=CC(=[N+]3CCCC3)CCC2)n1	-12	-1	-7	0	6	3	-1	8
Fc1ccccc1-c1nc(NCc2ccccc2)c2ccccc2n1	-3	-14	7	13	-21	2	-10	10
Cc1onc(-c2ccccc2)c1C(=O)Nc1nnc(CC(C)C)s1	-1	3	31	-10	0	-3	-14	10
CN(Cc1ccccc1)CC(O)COc1ccc(CNCCCOc2cccnc2)cc1 (stereo not drawn)	1	-7	13	20	-2	-17	2	3
CCOc1ccccc1CNS(=O)(=O)c1cc(-c2cc(C)no2)ccc1C	-6	18	6	16	12	0	8	11
COc1ccc(/C=N\NC(=O)c2ccccc2Br)cc1COc1c(F)c(F)cc(F)c1F	-4	15	-5	7	1	-22	-5	26
Cc1ccc(NC(=O)CCC(=O)NNC(=O)Nc2cccc(Cl)c2)c(C)c1	2	19	1	-2	-2	16	-6	-8
Cc1nn2c(-n3ccnc3C)c3c(nc2c1-c1ccccc1)CCC3	11	10	2	8	-3	9	-4	-5
CC(C)N=c1scc(-c2cccs2)n1/N=C/c1ccc(O)c(O)c1O	-20	-31	-20	24	-12	-58	9	34
O=C(COC(=O)c1cc(=O)[nH]c2ccccc12)NCCc1ccccc1	-2	-5	-5	13	-2	-1	-7	-3
COC(=O)c1c(NC(=O)CN2C(=O)C(=O)N(CC(C)C)C2=O)sc2c1CCCCC2	1	-4	13	-13	-11	10	-1	12
CCOC(=O)c1c(C#N)cnn1-c1ccc(C)cc1	2	0	-3	-8	-6	6	-1	2
COc1ccc(CNC(=O)CCc2nnc3ccc(NCCCN4CCCC4=O)nn23)cc1	-6	7	13	13	-14	-15	7	5
COc1ccc(C2/C=C\CN(S(=O)(=O)c3cccs3)CC(=O)N2Cc2ccc(F)cc2)cc1 (stereo not drawn)	12	7	2	20	9	15	0	11
Oc1c(Br)cc(Br)cc1C=Nc1cccc2ncccc12	-42	9	-4	-5	3	-30	50*	97*
COc1ccc(-n2c(=S)[nH]c3cc(C(=O)NCc4ccco4)ccc3c2=O)cc1OC	-1	16	-2&3	10&-9	-14&-1	15	3	1
CCOC(=O)c1c(NC(=O)Cn2cnc([N+](=O)[O-])n2)sc2c1CCC(C)C2 (stereo not drawn)	-14	-10	5	0	-8	-9	-5	28
S=C(NNc1cccc(Cl)c1)NC1CCCCC1	12	6	4	21	8	4	-5	-2
COc1ccc(CCNC(=O)Cn2c([N+](=O)[O-])cnc2C)cc1OC	-8	1	1	-6	-6	0	-8	-5
COc1ccc(CN2[C@@H](CC(=O)O)c3cc(F)ccc3S2(=O)=O)cc1	5	27	-5	-8	-7	14	-1	-2
CC(C)CCSc1cc(NCCO)c([N+](=O)[O-])c2nonc12	-24	5	8	23	14	10	-4	8
CCC/C=C(\CCC)C(NC(=O)CCc1ccccc1)c1ccc(C(F)(F)F)cc1 (stereo not drawn)	7	14	x	x	x	24	-3	11
CCOc1ccc(NC(=O)CSc2cn[nH]n2)cc1	-6	2	-10	1	-5	-14	10	-7
CC(C)(C)OC(=O)N1CCC(c2cc(=O)n3[nH]cc(C(=O)NC4CCCC4)c3n2)CC1	-24	3	-4	1	-6	15	7	8
COC(=O)c1c(S(N)(=O)=O)c2ccccc2n1C	5	-2	5	3	-2	-5	-13	-9
CC1CCCN(C(=O)Cn2c(-c3nonc3N)nc3ccccc32)C1 (stereo not drawn)	-15	-4	8	2	2	-14	-9	0
Cn1cc(S(=O)(=O)NCc2cccs2)c(=O)n(C)c1=O	2	-7	-2	10	6	4	-6	-5
Cc1cccc(N(CC(=O)NCc2ccccc2)C(=O)Cn2nnc(-c3ccc(C)o3)n2)c1	0	-9	-5	7	8	-5	2	8
O=C(NCCN1CCOCC1)c1ccc2c(c1)ncn2C1CCCC1	4	-14	0	-11	3	13	9	-1
Cc1ccccc1[C@]1(C)ON(c2ccccc2C(F)(F)F)C1=O	-16	5	x	x	x	16	-15	5
CCOc1ccc(CCNC(=O)COC(=O)c2cccc(S(=O)(=O)N3CCOCC3)c2)cc1OCC	-14	13	1	11	9	-51	1	4
CC(=O)c1c(C)oc2ccc(NS(=O)(=O)c3ccc(O)c(C(=O)O)c3)cc12	1	8	5	0	-15	5	4	-3
CCCOc1ccc2c3c(c(=O)oc2c1)CCCC3	10	-22	-18	-2	-8	-10	-8	17
CN(C)c1ccc(-c2ccc3oc(-c4ccsc4)cc(=O)c3c2)cn1	-1	-103	-48	18	12	-152	-10	36
COc1ccc(CCCC(=O)N/N=C\c2cccs2)cc1	-16	-2	-2	2	-4	-9	-10	5
CC1CCN(C(=O)CCNS(=O)(=O)c2ccc(Cl)cc2)CC1	10	5	3	24	0	16	-2	5
Cc1cccn2c(=O)c3cc(C(=O)NCCN4CCOCC4)c(=N)n(CCN4CCOCC4)c3nc12	6	-20	11	12	9	10	0	15
Cc1cc(OC(C)C(=O)Nc2ccccc2C(=O)N2CCCC2)ccc1Cl (stereo not drawn)	4	2	-4	17	-4	24	-2	0
CCCn1c(=S)[nH]c2cc(C(=O)N3CCCC(C(=O)OCC)C3)ccc2c1=O (stereo not drawn)	17	-6	4	12	0	-6	-10	17
Cc1ccc(C)c(CN2C(=O)c3ccccc3S(=O)(=O)c3ccc(C(=O)N4CCN(C)CC4)cc32)c1	-2	-6	3	8	-1	0	-8	1
COc1ccc(/C=N/Nc2cc(N(C)C)nc(N(C)C)n2)cc1	-16	12	18	14	18	-16	17	97*

Single records, from the list above. Values in the order: UBC13 inh, Jurkat NFkB inh, Gli-Sufu block, CCR6 antagonist, EBI2 block, 697 NFkB inh, SENP8 block, Apaf1 inhib
Cc1cc(C)nc(NNC2=CC(=[N+]3CCCC3)CCC2)n1 is listed as -12, -1, -7, 0, 6, 3, -1, 8
CCOC(=O)c1c(NC(=O)Cn2cnc([N+](=O)[O-])n2)sc2c1CCC(C)C2 (stereo not drawn) is listed as -14, -10, 5, 0, -8, -9, -5, 28
Fc1ccccc1-c1nc(NCc2ccccc2)c2ccccc2n1 is listed as -3, -14, 7, 13, -21, 2, -10, 10
Oc1c(Br)cc(Br)cc1C=Nc1cccc2ncccc12 is listed as -42, 9, -4, -5, 3, -30, 50*, 97*

New compounds follow
SMILES	UBC13 inh	Jurkat NFkB inh	Gli-Sufu block	CCR6 antagonist	EBI2 block	697 NFkB inh	SENP8 block	Apaf1 inhib
O=C(Cn1cnc2c(oc3ccccc32)c1=O)NCc1ccco1	-1	-5	-13	0	-8	11	-1	-9
CCN(CC)S(=O)(=O)c1ccc2c(c1)nc(SCC(=O)N(C)C1CCS(=O)(=O)C1)n2CC (stereo not drawn)	-4	11	6	7	2	6	2	0
CCOC(=O)c1cnn(-c2nc(-c3ccc(F)cc3)cs2)c1C(F)(F)F	19	-3	-9	7	53*	-5	2	10
O=C(CCC(=O)Nc1ccccc1Cl)NNC(=O)Nc1cccc([N+](=O)[O-])c1	1	-14	10	6	4	0	0	-3
Cc1ccccc1OCC(=O)OCC(=O)NCc1ccc2c(c1)OCO2	8	2	8	1	-5	-7	0	-8

Source: PubChem BioAssay (Sanford-Burnham Center for Chemical Genomics)

This is a subset, so the mix of outcomes need not match the whole.
